# T cell modulator = modulates CD8 T cell binding to vesicles | calls only at 7 µM | AID 2052 | 330,000 compounds, 0.068% hits | 2C CD8+ T cell-vesicle binding, flow cytometry; active compounds read low;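 active = response, share of CD8 T cells binding vesicles, and their 90th percentile fluorescence all below set limits, cut at about 80% in these data, passing the limit was not always enough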
#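 Read-out – percent CD8+ FL2 mean versus row control · System – murine 2C transgenic CD8+ T lymphocytes · Times – 1.5 h cell–vesicle binding at 37 °C, then 20 min icy labelling · Control set – naked vesicles low, QL9 vesicles with vehicle high · Detection – cytometric PE anti-B7-1 and Alexa647 anti-CD8 signals after 1% paraformaldehyde fixation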
# Lipid droplet = hepatic lipid droplet formation modulation; AML12 mouse hepatocytes, oleate lipid droplets, BODIPY imaging; inhibition, % at 6.5 µM; 240,000 compounds, 0.4% hits;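 active = lipid droplet intensity inhibited by at least 50%, with more than 500 cells counted; inconclusive = wells with under 300 cells, treated as cytotoxic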
#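 System: AML12 hepatocytes (mouse). Probe or stimulus: oleic acid at 100 µM to induce lipid droplet formation. Times: overnight treatment with compound plus oleate. Detection: Image-based BODIPY and DAPI two-channel analysis. Evaluation: percent inhibition of filter-corrected integrated lipid droplet intensity per well.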
# Lipid droplet cells 6.5 µM = recorded beside Lipid droplet, whose call it bears; cell count; measured here: cell count, cytotoxicity flag;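 cells counted across two imaged fields per well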
# T cell modulator vesicle-bound % = second read-out of T cell modulator, no call of its own (marks repeat the call); double positive events, %; measured here: CD8+ vesicle-bound cell fraction;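 binding gate set so that unloaded-vesicle control wells show 10% double positive cells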
# An asterisk follows results filed as active; i = inactive; ? = inconclusive; . = no result given.
SMILES,T cell modulator,T cell modulator vesicle-bound %,Lipid droplet,Lipid droplet cells 6.5 µM
c1ccc(CNc2c3ccccc3nc3ccccc23)cc1,i,29,-51,810
CCOC(=O)Cn1c(-c2ccccc2)cc(SC)c(C#N)c1=O,i,64,30,885
Cc1ccc(NC(=O)COC(=O)C2C3CC4OC(=O)C2C4C3)cc1Cl (centres undefined),i,27,-1,825
O=C(Nc1ccc(Br)cn1)c1ccc(Br)s1,i,48,-5,827
O=C(CCC1CCCCC1)NCCN1CCOCC1,i,58,-9,795
Cc1noc(C)c1S(=O)(=O)N1CCN(S(=O)(=O)c2ccccc2C#N)CC1,i,20,4,803
CC1(C)CC(=O)C=C(Nc2ccc3c(c2)CCC3)C1,i,44,-1,803
CCOc1ccccc1C1CC(=O)Nc2cc(C)c(C)cc21 (centres undefined),i,62,-8,818
CCCCc1c(O)nc(SCC(=O)N2CCCCCC2)[nH]c1=O,i,25,30,818
NC(=O)NC(=O)CN1C(=O)NC(c2ccccc2)(c2ccccc2)C1=O,i,34,-3,711
CC(C)(C)OC(=O)N1CCC(CC2CC(c3cccc(Br)c3)=NO2)(C(=O)NCC2CCCCC2)CC1 (centres undefined),i,53,7,774
COc1ccc(NC(=O)CSc2nnc(NC(=O)C3CCC3)s2)cc1,i,11,-20,761
O=C(CS(=O)CC(=O)Nc1ccccc1-c1ccccc1)Nc1ccc(F)cc1 (centres undefined),i,42,-9,771
CCOC(=O)Nc1ccc2c(c1)N(C(=O)CCN(C)C)c1ccccc1CC2,i,6,2,830
Cc1ccc(N(Cc2ccccc2)C(=O)c2ccc(F)cc2)cc1,i,4,-7,631

# Single values from the entries so far.
# CC1(C)CC(=O)C=C(Nc2ccc3c(c2)CCC3)C1 | Lipid droplet cells 6.5 µM = 803
# COc1ccc(NC(=O)CSc2nnc(NC(=O)C3CCC3)s2)cc1 | Lipid droplet cells 6.5 µM = 761
# Cc1noc(C)c1S(=O)(=O)N1CCN(S(=O)(=O)c2ccccc2C#N)CC1 | T cell modulator vesicle-bound % = 20
# O=C(Nc1ccc(Br)cn1)c1ccc(Br)s1 | Lipid droplet cells 6.5 µM = 827
# CCOC(=O)Cn1c(-c2ccccc2)cc(SC)c(C#N)c1=O | Lipid droplet = 30

# Following part.
SMILES,T cell modulator,T cell modulator vesicle-bound %,Lipid droplet,Lipid droplet cells 6.5 µM
Cc1nnc(NC(=O)CSc2n[nH]c(-c3ccccc3C)n2)s1,i,47,-23,701
CC(C)c1ccc(NS(=O)(=O)c2ccc3c(c2)oc(=O)n3C)cc1,i,56,2,811
CN1CCN(CC(=O)Nc2c(C(=O)c3ccccc3)oc3ccccc23)CC1,i,15,5,777
O=C(CCCC(=O)N(CC(=O)NC1CCCCC1)c1cccc(F)c1)Nc1ccccn1,i,19,4,796
O=C(NNC(=S)NC(=O)c1cccc([N+](=O)[O-])c1)c1ccc(Br)cc1,i,53,4,861
CCOc1ccc(NC(=O)c2ccc(-c3csc(C)n3)cc2)cc1,i,69,-1,807
Cc1coc2c(C)c3oc(=O)c(CCC(=O)NCCC(=O)O)c(C)c3cc12,i,20,4,868
CN(C)S(=O)(=O)c1ccc(NC(=O)CN2C(=O)NC3(CCCC3)C2=O)cc1,i,18,37,765
CCN(CC)CCCNC(=O)CCn1nc(-c2ccc(Cl)cc2)ccc1=O,i,51,-7,796
CC1CC(C)CN(C(=O)c2ccc3nc[nH]c3c2)C1 (centres undefined),i,26,0,838
C=CCN1C(=O)c2ccccc2NC1c1ccc(Br)s1 (centres undefined),i,27,-2,780
CCOC(=O)c1sc(N2C(=O)C(O)=C(C(=O)c3ccco3)C2c2ccco2)nc1C (centres undefined),i,29,-1,770
O=C(O)COc1ccc(/C=C/C(=O)c2ccc(C3CCCCC3)cc2)cc1,i,30,-2,782
COc1ccc(C(=O)Nc2ccc3[nH]ncc3c2)cc1OC,i,57,-2,790
CC(CC(=O)NNC(=O)c1cccc(Cl)c1)c1ccccc1 (centres undefined),i,38,-11,740
O=C(NCCN1CCOCC1)C(=O)NCC1OCCN1S(=O)(=O)c1cc(F)ccc1F (centres undefined),i,9,-2,832
CC(C(=O)NC(N)=O)N1C(=O)NC(c2ccccc2)(c2ccccc2)C1=O (centres undefined),i,12,-7,753
CN(C)c1ncnc2sc(-c3ccccc3)cc12,i,22,16,863
COc1ccc(S(=O)(=O)N2CCC(c3nc4ccccc4[nH]3)CC2)cc1,i,47,-1,704
O=S(=O)(c1ccc(F)cc1)N1CCCc2ccccc21,i,51,-1,830
O=C(NNC(=O)C(O)c1ccccc1)NC1CCCCC1 (centres undefined),i,23,-7,662
CC(CCc1ccc(O)cc1)NCc1ccc(Br)cc1 (centres undefined),i,8,-12,793
Cc1cccc(-c2noc(CN(C)C(=O)COc3ccccc3)n2)c1,i,61,0,833
CN1CCC(NCCC(c2ccc(F)cc2)c2ccc(Cl)cc2)CC1 (centres undefined),i,14,-47,814
NS(=O)(=O)c1ccc(NC(=S)NC(=O)C2CCCC2)cc1,i,5,-8,625
CCCc1cc(=O)oc2c(CNc3ccc(OCC)cc3)c(O)ccc12,i,52,11,792
O=C(CNC(=O)c1sc2ccccc2c1Cl)OCc1ccccc1,i,13,-19,825
COc1cc(-c2c(-c3cc(OC)c(OC)c(OC)c3)noc2C)ccc1F,i,21,?,.
CCCN(CC(=O)Nc1ccc(Cl)cc1Cl)C(=O)c1ccc(=O)[nH]c1,i,22,0,829
CCCOc1ccc(C(=O)N2CCN(Cc3ccc4c(c3)OCO4)CC2)cc1,i,55,-2,785

# One compound at a time, from the list above:
# `O=C(CNC(=O)c1sc2ccccc2c1Cl)OCc1ccccc1` reads T cell modulator: i; T cell modulator vesicle-bound %: 13; Lipid droplet: -19; Lipid droplet cells 6.5 µM: 825
# `CN(C)c1ncnc2sc(-c3ccccc3)cc12` reads T cell modulator: i; T cell modulator vesicle-bound %: 22; Lipid droplet: 16; Lipid droplet cells 6.5 µM: 863
# `NS(=O)(=O)c1ccc(NC(=S)NC(=O)C2CCCC2)cc1` reads T cell modulator: i; T cell modulator vesicle-bound %: 5; Lipid droplet: -8; Lipid droplet cells 6.5 µM: 625

# No new results follow: 4 of the compounds above.
SMILES,T cell modulator,T cell modulator vesicle-bound %,Lipid droplet,Lipid droplet cells 6.5 µM
O=C(NCCN1CCOCC1)C(=O)NCC1OCCN1S(=O)(=O)c1cc(F)ccc1F (centres undefined),i,9,-2,832
CC(C(=O)NC(N)=O)N1C(=O)NC(c2ccccc2)(c2ccccc2)C1=O (centres undefined),i,12,-7,753
CN(C)c1ncnc2sc(-c3ccccc3)cc12,i,22,16,863
COc1ccc(S(=O)(=O)N2CCC(c3nc4ccccc4[nH]3)CC2)cc1,i,47,-1,704

# Next records follow:
SMILES,T cell modulator,T cell modulator vesicle-bound %,Lipid droplet,Lipid droplet cells 6.5 µM
C[C@H](NC(=O)c1ccccc1Cl)C(=O)Nc1ccccc1F,i,39,4,716
Cc1cc(F)ccc1NS(=O)(=O)c1cccc2nsnc12,i,54,4,862
COc1ccc(C)cc1NC(=O)CNC(c1ccccc1)c1ccc(C)cc1 (centres undefined),i,21,-117,564
Nc1c2c(nc3c1CCCC3)CCCC2 (tested in a mixture with another compound),i,23,?,.
Cc1cc(C)n(CC(O)COc2ccc(Cl)cc2)n1 (centres undefined),i,7,4,776
COc1ccc2[nH]c(C(=O)N/N=C/c3ccc(O)cc3O)cc2c1,i,33,-177,522
CCN(CC)c1ccc(/C=N/N2C(C)CCCC2C)c(O)c1 (centres undefined),i,42,-17,764
CCc1nnc(NC(=O)CSc2sc3c(O)cc(=O)[nH]c3c2C#N)s1,i,23,-18,666
O=C(c1cccs1)N1CCCC(c2nc3c(nnn3Cc3ccc(F)cc3)c(=O)[nH]2)C1 (centres undefined),i,35,-1,793
CN(CC(=O)N1CCCCCC1)S(=O)(=O)c1ccccc1,i,66,-13,841
CN1C(=O)C(C)(C)c2cc(S(=O)(=O)N3CCC(C(=O)NCc4ccc(F)cc4)CC3)ccc21,i,15,-17,736
N=c1c(C(=O)NCCN2CCOCC2)cc2c(=O)n3ccccc3nc2n1CCCN1CCOCC1,i,46,52*,717*
O=c1[nH]n(-c2ccccc2Cl)c(=O)c2ccccc12,i,14,-4,818
O=C(N/N=C/c1ccc(OC(=O)c2cccc(Br)c2)cc1)c1cccnc1,i,21,-12,757
Cc1ccc(S(=O)(=O)Nc2ccccc2C(=O)NCC2CCCO2)cc1 (centres undefined),i,65,-9,830
Cc1cc(=O)oc2cc(NC(=O)c3cccc(S(=O)(=O)N(C)C)c3)ccc12,i,16,0,832
NC(=O)C1CCN(C(=O)CC2(CC(=O)O)CCCC2)CC1,i,45,-6,828
CC(C)C(=O)Nc1nnc(CCc2ccccc2)s1,i,24,-1,417
Cc1cc(C)nc(SSc2nc(C)cc(C)n2)n1,i,57,4,831
CC(=O)Nc1cc2c(cc1NC(=O)Cn1nc(-c3ccc(F)cc3)ccc1=O)OCCO2,i,37,-6,728
CN1CCN(S(=O)(=O)c2ccc(NS(=O)(=O)c3ccccc3)cc2)CC1,i,64,-21,508
CCN1CCN(Cc2c(C(=O)N/N=C(\C)c3ccc(Cl)c(Cl)c3)nnn2-c2nonc2N)CC1,i,24,2,737
NS(=O)(=O)c1ccc(NC(=O)CCC(=O)c2ccc(Cl)s2)cc1,i,14,-9,787
COc1ccc(-n2c(SCC(=O)NCc3ccco3)nc3sc4c(c3c2=O)CCN(C)C4)cc1,i,31,-13,669
CC1=CCC2C(=O)N(c3ccc(C(=O)Nc4ccccc4Cl)cc3)C(=O)C2C1 (centres undefined),i,10,-2,812
O=C(NCc1cccnc1)c1ccccc1NC(=O)c1c(F)cccc1F,i,22,-8,822
O=C(O)CC(NC(=O)CCc1ccccc1)c1ccc(Cl)cc1 (centres undefined),i,36,2,841
S=C(N/N=C/c1ccc(Br)cc1)N1CCCCC1,i,11,20,794
Cc1cc(C)cc(N(CC(=O)N2CCCCCC2)S(C)(=O)=O)c1,i,57,0,818
COc1ccc(S(=O)(=O)N(CC(=O)N2CCCCCC2)c2ccccc2OC)cc1,i,20,58*,780*
C/C(=N\Nc1nccnc1Cl)c1ccc(Cl)c(Cl)c1,i,37,10,766
Cc1ccnc(NS(=O)(=O)c2ccc(NC(=O)Cc3ccc(Cl)cc3)cc2)n1,i,27,6,854
CCN1C(=NCCc2cccnc2)N[C@@H](c2ccccc2)C(C(=O)OC)=C1C,i,14,1,816
COc1cc(CCC(=O)NNC(=O)c2ccc(Cl)cc2)cc(OC)c1OC,i,26,-3,393
Cc1ccc2nc(NC(=O)C3CCN(c4ncnc5sc(C)c(C)c45)CC3)sc2c1,i,18,-12,778
CCc1ccc2nc(N(CCCN(C)C)C(=O)c3ccc(S(=O)(=O)N4CCc5ccccc5C4)cc3)sc2c1,i,28,-8,540
Cc1cccc(-c2noc(CCCC(=O)NC3CCCC3)n2)c1,i,22,-3,819
Cc1ccc(CCNC(=O)CSCc2ccc(F)cc2)cc1,i,52,-17,778
COc1ccc(CCNC(=O)NCCc2c[nH]c3ccccc23)cc1OC,i,11,6,812
CN1CCC(NC(=O)CCc2ccccc2)CC1,i,26,-4,763
O=S(=O)(N1CCCCCC1)N1CCNCC1,i,48,-23,784
CSc1cccc(NC(=O)CC(C)n2ccnc2)c1 (centres undefined),i,30,-28,773
O=S(=O)(c1ccccc1)N1N=C(c2ccccc2)CC1c1ccco1 (centres undefined),i,18,-16,691

# Sorted by molar mass (lowest first): some entries from above.
SMILES,T cell modulator,T cell modulator vesicle-bound %,Lipid droplet,Lipid droplet cells 6.5 µM
O=S(=O)(N1CCCCCC1)N1CCNCC1,i,48,-23,784
CSc1cccc(NC(=O)CC(C)n2ccnc2)c1 (centres undefined),i,30,-28,773
Cc1cccc(-c2noc(CCCC(=O)NC3CCCC3)n2)c1,i,22,-3,819
Cc1ccc(CCNC(=O)CSCc2ccc(F)cc2)cc1,i,52,-17,778
COc1ccc(CCNC(=O)NCCc2c[nH]c3ccccc23)cc1OC,i,11,6,812

# Screens: PubChem, several laboratories

# A portion of the library; count on the stated rates, not on these rows.
